Smad3 FoxH1 inh = Smad3/FoxH1 peptide binding inhibitors, primary screen, biochemical, TR-FRET; TR-FRET Smad3/Dy647-FoxH1 peptide binding, europium anti-His; actives 0.29% (n = 88,000); Mothers against decapentaplegic homolog 3 (Homo sapiens), P84022; inhibition, % at 25 µM;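 active = compounds that reduce the energy-transfer binding signal between the protein and its labelled peptide by more than half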;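 note: 0% = Smad3 plus labelled peptide maximal FRET and 100% = peptide-only background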
Target sequence (P84022 whole entry, looked up): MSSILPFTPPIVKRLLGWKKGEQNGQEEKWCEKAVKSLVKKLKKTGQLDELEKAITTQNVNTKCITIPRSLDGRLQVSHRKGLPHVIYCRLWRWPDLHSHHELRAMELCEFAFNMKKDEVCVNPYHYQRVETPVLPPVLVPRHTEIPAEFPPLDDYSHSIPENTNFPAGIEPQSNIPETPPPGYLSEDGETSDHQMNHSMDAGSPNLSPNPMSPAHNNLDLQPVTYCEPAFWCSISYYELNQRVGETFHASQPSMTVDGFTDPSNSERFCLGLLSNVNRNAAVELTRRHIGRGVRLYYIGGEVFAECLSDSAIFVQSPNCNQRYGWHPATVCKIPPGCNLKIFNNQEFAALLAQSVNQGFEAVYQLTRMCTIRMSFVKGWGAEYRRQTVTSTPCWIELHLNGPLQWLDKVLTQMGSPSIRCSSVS
ERb coact inh = inhibitors of ERβ-SRC1 coactivator interaction, primary screen, biochemical, TR-FRET, ERβ LBD, SRC-1 peptide; TR-FRET ER-beta LBD / SRC1-Cy5 peptide binding; receptor agonist-loaded with 1 µM estradiol; inhibition, % at 25.6 µM; actives 1.3% (n = 86,000); AID 633, 2007;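 active = compounds whose percent inhibition of the receptor-coactivator binding signal exceeds about 50% in the single-dose screen, limit read from the data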;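 note: 0% = receptor plus peptide wells without compound and 100% = peptide-only wells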
Target sequence (Q92731 whole entry, looked up, the tested form may be a part): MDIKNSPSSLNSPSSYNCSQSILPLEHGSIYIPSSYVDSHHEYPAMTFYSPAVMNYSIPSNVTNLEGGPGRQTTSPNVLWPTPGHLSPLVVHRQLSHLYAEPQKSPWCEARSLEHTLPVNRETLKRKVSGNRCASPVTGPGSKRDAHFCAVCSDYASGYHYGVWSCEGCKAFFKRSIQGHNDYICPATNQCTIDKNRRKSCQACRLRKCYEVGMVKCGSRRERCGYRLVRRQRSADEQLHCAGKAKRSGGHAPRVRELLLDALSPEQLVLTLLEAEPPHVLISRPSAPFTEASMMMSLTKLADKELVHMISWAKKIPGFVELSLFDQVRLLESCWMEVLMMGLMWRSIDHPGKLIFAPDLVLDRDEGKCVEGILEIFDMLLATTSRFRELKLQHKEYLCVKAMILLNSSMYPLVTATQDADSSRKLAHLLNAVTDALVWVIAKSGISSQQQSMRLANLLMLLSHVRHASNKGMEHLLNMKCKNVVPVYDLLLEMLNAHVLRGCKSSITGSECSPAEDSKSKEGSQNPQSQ
VCAM1 TNFa inh = inhibitors of TNFa-induced VCAM1 expression, primary screen, imaging, HUVEC, TNFa stimulus, immunofluorescence. HUVEC TNFa-induced VCAM-1 immunofluorescence, high-content imaging. actives 0.48% (n = 95,000). inhibition, % at 2 µM;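 active = inhibition above the batch mean plus 3 SD, with images confirmed as a hit by eye, cut at about 37% in these data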;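 note: 0% = TNF-stimulated DMSO wells and 100% = unstimulated control wells; not every result past the cut was called active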
sEH activator = soluble epoxide hydrolase activators, primary screen, biochemical, human sEH. Bifunctional epoxide hydrolase 2 (Homo sapiens), P34913. purified human sEH enzymatic activity, activator screen. activation, % at 2 µM. actives 0.04% (n = 91,000). AID 717, 2007; in the data active = activation above about 37%; note: values of inactives mirror those of a sister screen read the other way
sEH inh = soluble epoxide hydrolase inhibitors, primary screen, biochemical, human sEH; recombinant human sEH enzymatic activity assay; actives 0.34% (n = 91,000); Bifunctional epoxide hydrolase 2 (Homo sapiens), P34913; AID 707, 2007; inhibition, % at 2 µM; in the data active = inhibition above about 80%; note: values of inactives mirror those of a sister screen read the other way; many of its hits are not listed in these tables
Calb biofilm kill = clotrimazole potentiators killing Candida biofilms, primary screen, with clotrimazole, Alamar Blue | C. albicans biofilm + clotrimazole | inhibition, % at 6 µM | actives 0.14% (n = 85,000) | AID 834, 2007;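 active = inhibition above 20%; inactive = inhibition below 20%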;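 note: preformed 24 hr biofilms exposed to compound for 48 hr; 0% = biofilm without compound and 100% = blank killed by clotrimazole plus chlorhexidine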
cytoskel mod = modifiers of F-actin cytoskeleton organization, primary screen, imaging, HUVEC, phalloidin staining, high-content imaging | inhibition, % at 2 µM | HUVEC TNFa F-actin phalloidin imaging | actives 0.18% (n = 91,000) | AID 836, 2007;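 active = inhibition above the batch mean plus 3 SD and confirmed as a hit by visual image inspection, cut at about 30% in these data, passing the limit was not always enough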; note: strong numbers were not always called active
TNFa cytotox = cytotoxicity in TNFa-stimulated HUVEC, primary screen, cytotoxicity control for VCAM1 expression modulator project, imaging, Hoechst nuclei count. actives 0.17% (n = 93,000). cell count reduction, % at 2 µM. AID 848, 2007. HUVEC TNFalpha-stimulated, Hoechst cell count;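 active = cell count reduction exceeding the screen mean by over 5 SD, scaled to untreated wells per plate, cut at about 78% in these data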;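 note: cells counted after 24 h of TNF alpha exposure following the 1 h pretreatment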
IL1B cytotox = cytotoxicity in IL-1B stimulated HUVEC, primary screen, cytotoxicity control for IL-1B NFkB translocation project, imaging, Hoechst nuclear count, IL-1B stimulus | HUVEC cell count loss | cell count reduction, % at 2 µM | actives 0.41% (n = 94,000) | AID 845, 2007;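 active = cell count reduction more than 3 SD above the screen-wide mean, cut at about 70% in these data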;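 note: normalized per plate to untreated control cells as the no-loss baseline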
* hit, by the source's call; . = no result given; [ ] = remark or other dose.

SMILES	Smad3 FoxH1 inh	ERb coact inh	VCAM1 TNFa inh	sEH activator	sEH inh	Calb biofilm kill	cytoskel mod	TNFa cytotox	IL1B cytotox
COc1ccccc1C1Nc2cccc3cccc(c23)N1	3	48[fluorescence artefact?]	6	14	-17	1	.	-12	0
COc1ccccc1CNc1nc2nc(C)c(Cl)c(=O)n2[nH]1	8	2	6	-4	2	5	-2	-2	60
CSCCC(=O)N1C(C)CCCC1C(=O)O (stereo unspecified)	-6	-13	25	3	-6	7	.	7	-3
CCCCCCCNC1=CC(=O)CC(c2ccco2)C1 (stereo unspecified)	6[fluorescence artefact?]	13	1	15	-15	3	-10	-9	-18
CCN1CCc2nc(NC(=O)c3ccc4c(c3)OCCO4)sc2C1	-2	27	-2	-4	6	4	-9	-14	21
COc1ccc2c(Cl)c(C(=O)N/N=C/c3ccc4c(c3)OCO4)sc2c1	.	.	-2	-2	3	.	15	2	12
COc1cc(C(=O)Nc2ccc(Br)cc2C(=O)c2cc(OC)c(OC)c(OC)c2)cc(OC)c1OC	.	.	3	6	-8	.	15	0	-12
O=C1Nc2ccccc2/C1=C\c1cccn1-c1ccc(OC(F)(F)F)cc1	.	.	-24	0	2	.	23	16	-1
COc1cccc(C(=O)Nc2cc(C(F)(F)F)ccc2Cl)c1	.	.	16	-10	10	.	22	-8	-14
O=C(C1CCCN(Cc2ccc3c(c2)OCO3)C1)N1CCCC1 (stereo unspecified)	6	-2	18	.	.	2	2	-18	-6
Cc1ccccc1CSc1n[nH]c(NS(=O)(=O)c2ccccc2)n1	.	.	5	3	-1	.	-14	-14	-11
O=S(=O)(Nc1ccc2c(c1)OCCO2)c1ccc(Br)s1	.	.	20	-6	6	.	2	-22	-19
CCOc1c2ccc(C(=O)NCc3ccccc3OC)cc2nn1CC	.	.	0	-7	10	.	6	9	-2
O=C1C(=O)N(Cc2cccnc2)C(c2ccccn2)/C1=C(/O)c1ccc(F)cc1 (stereo unspecified)	11	-5	7	.	.	7	8	-5	.
CCCCN(CC)S(=O)(=O)c1ccc2c(c1)CCCN2C(C)=O	7	-6	0	5	-5	5	0	-13	18
CC1CCCN(C(C(=O)Nc2ccc3c(c2)OCCO3)c2ccccc2)C1 (stereo unspecified)	-1	-4[fluorescence artefact?]	-2	1	-2	4	4	6	29
O=C(NCCN1CCOCC1)c1ccc(-c2ccccc2)cc1	-3	-1	2	6	-3	2	4	-22	4
CCOC(=O)c1ccc(NC(=O)C2C3C=CC(C3)C2C(=O)O)cc1 (stereo unspecified)	2	0	3	3	-4	9	8	-18	22
CCOC(=O)C1=C(CC)NC2=C(C(=O)CCC2)C1c1ccc(OC)c(OC)c1 (stereo unspecified)	-2	-1	-23	10	-8	0	-2	1	12
CC(C)(C)OC(=O)NCCc1nnc(SCc2ccc(Cl)cc2Cl)o1	16	-6	14	6	-6	4	-5	-26	-8
C(=N\Nc1nc2ccccc2s1)/c1ccco1	.	.	28	-3	3	.	10	14	.
Cc1cccc(OCCCC(=O)O)c1	5	6	9	-5	6	0	-15	10	6
N#Cc1cccc(NC(=O)CSc2ccc3c4c(cccc24)C(=O)c2ccccc2-3)c1	.	.	1	6	-4	.	9	-18	-20
O=C(Cn1nc(-c2ccc(Cl)cc2)ccc1=O)NCc1ccc2c(c1)OCO2	.	.	-3	.	.	.	2	-29	17
COc1cccc(-c2nnc3n2N=C(c2cccc(Br)c2)CS3)c1	2	-1	0	11	-12	6	-37	-2	-4
O=C(NCc1cccnc1)C1CC(=O)N(CCc2ccccc2)C1 (stereo unspecified)	1	14	0	0	-2	10	3	-26	-9
Cc1nc(N[C@@H](Cc2c[nH]c3ccccc23)C(=O)O)c2oc3ccccc3c2n1	2	-19	.	22	-21	1	.	.	-10
Cc1ccc(-c2nnn(CC(=O)N(c3ccccc3F)C(C(=O)NCC3CCCO3)c3c[nH]c4ccccc34)n2)cc1 (stereo unspecified)	.	.	3	-12	14	.	-36	-2	-35
CC(=O)c1cc(NC(=O)c2ccccc2)c(=O)oc1/C=C/N(C)C	.	.	-19	-4	3	.	7	-11	-27
COc1ccccc1NC(=O)CSc1nnc(COc2ccc(Cl)cc2)n1Cc1ccco1	5	-3[fluorescence artefact?]	-7	1	-4	-4	0	-26	-19
CC(=O)c1c(C)nc(-c2ccc(Cl)cc2)nc1N=CN(C)C	7	37[fluorescence artefact?]	22	10	-8	0	.	-41	-43
CCN(CC(=O)NC(C)C)C(=O)CCNC(=O)c1ccc(Cl)cc1	18[fluorescence artefact?]	2[fluorescence artefact?]	10	.	.	2	36	-45	12
COc1cc(=O)[nH]c(SCc2c(F)c(F)c(F)c(F)c2F)n1	-10	-3	2	-2	4	0	0	-5	-40
Cc1cccc(NC(=O)COc2nsnc2N2CCOCC2)c1	3	-4	0	8	-10	7	9	-23	16
CCc1ccc(-c2cc(C(F)(F)F)n3nc(C(=O)Nc4cnn(Cc5ccccc5C)c4)cc3n2)s1	.	.	11	-4	4	.	31	-14	-34
CCOC(=O)C1CCN(c2nc(-c3ccccc3)nc3c2oc2ccccc23)CC1	1	1	.	-1	2	7	5	.	-7
O=C(C1CCC1)N1CCc2cc(S(=O)(=O)NC3CCCC3)ccc21	-7	-9	1	.	.	3	18	-16	-32
COc1cc2[nH]c(=O)n(CCCCCC(=O)NCCCN3CCCC3=O)c(=O)c2cc1OC	.	.	4	-11	14	.	3	4	-7
Cc1ccc(C(=O)Nc2ccc(N3CCOCC3)cc2)cc1	6	0	4	.	.	7	59	-27	-11
CC(C)(O)C#Cc1ccc(C(=O)N2CCN(C(=O)c3ccco3)CC2)cc1	-4	9	4	11	-10	2	-6	-21	-11
CCc1nc(OCC(=O)c2ccccc2)c(C#N)c2c1COC(C)(C)C2	6	6	23	18	-20	0	-14	13	17
CCOc1cccc(OCCCOc2ccccc2)c1	3	-5	-8	11	-14	1	-9	0	-5
Fc1ccc2c(c1)C1C=CCC1C(c1cc3c(cc1Br)OCO3)N2 (stereo unspecified)	.	.	20	0	3	.	8	6	-4
CCn1nc(C(=O)NC2=NCCS2)c2ccccc2c1=O	0	-7	8	.	.	9	3	-18	-9
Cc1cc2c3nonc3ccc2n1-c1ccccc1	.	.	22	4	-5	.	4	-55	-22
CCOc1ccc(C2N(c3ccc(Cl)cc3)C(=O)C3CCCN32)cc1OC (stereo unspecified)	1	-6	-10	-16	14	4	-4	0	7
Cc1noc2ncnc(Sc3ccc(Cl)cc3)c12	5	1	4	12	-10	9	-5	-11	-20
C=CCOC(=O)C1=C(C)NC(SCC(=O)N(CC)CC)=C(C#N)C1c1ccco1 (stereo unspecified)	-1	-7	6	3	-3	5	-10	-7	11
COC(=O)C1=C(CSc2nnnn2C)NC(=O)NC1c1cc(C)ccc1C (stereo unspecified)	11	-1	-15	13	-12	3	-21	-21	-19
CCC(C)Cn1c(C)nc2ccccc21 (stereo unspecified)	-3	-27[fluorescence artefact?]	-10	-8	11	7	-9	-3	-13
CN1CC=C2C(C#N)=C(N)C(C#N)(C#N)C(c3ccsc3)C2C1 (stereo unspecified)	3	11	10	10	-10	7	3	-7	2
CC1CCN(c2ccc(NC(=S)NC(=O)c3ccco3)cc2)CC1	.	.	-11	5	-4	.	-13	-40	-11
COc1cc(/C=C2/CCC/C(=C\c3cc(O)c(OC)c(Cl)c3)C2=O)cc(Cl)c1O	.	.	6	-17	18	.	-8	3	-2
O=C(c1ccc(F)cc1)C1CCN(C(=O)NC2CCCCC2)CC1	-5	-1	1	-24	23	3	13	-41	26
Cc1nc(Nc2nc3ccccc3o2)nc2c1CCC2	3	-1	-6	-4	3	3	7	-12	-22
CCOC(=O)c1nc(N)c(=O)n(-c2ccc(C)cc2)n1	-17[fluorescence artefact?]	8[fluorescence artefact?]	-11	9	-4	-5	4	2	24
CCOC(=O)N1CCC(NC(=O)C2CCN(c3nc(-c4ccc(OC)cc4)no3)CC2)CC1	.	.	3	-65	66	.	17	-8	-2
Cc1cccc(NC(=O)C2CCCN(C(=O)NC3CCCCC3)C2)c1C (stereo unspecified)	2	-7	0	-42	41	6	-4	-21	-4
Cc1nc2sc(C(c3ccccc3)N3CCC(O)CC3)c(O)n2n1 (stereo unspecified)	-12[fluorescence artefact?]	7[fluorescence artefact?]	4	-5	8	-4	0	-8	-36
Cc1ccc(NC(=O)Cn2nc(C)cc2C)cc1	10[fluorescence artefact?]	-8	-5	4	-3	6	29	1	18

Going on with the list.
SMILES	Smad3 FoxH1 inh	ERb coact inh	VCAM1 TNFa inh	sEH activator	sEH inh	Calb biofilm kill	cytoskel mod	TNFa cytotox	IL1B cytotox
CCNc1nc(NC(C)C)nc(N(C#N)Cc2ccccc2)n1	-10	-6	5	-2	2	.	-11	5	-26
CCOc1ccccc1-n1c(SCC(N)=O)nnc1-c1ccccc1	1	-11	14	8	-9	-4	43	-27	-6
O=C(Nc1ccc(C(=O)N2CCOCC2)cc1)c1cccs1	-11	19[fluorescence artefact?]	4	6	-4	7	40	-16	-18
COC(=O)C1=C2SC(C)C(=O)N2C(N)=C(C#N)C1c1ccc(OC)c(OC)c1 (stereo unspecified)	-8	-9	13	-4	3	4	-37	-12	-28
CCOc1ccc(/C=N/Nc2nc(N3CCCC3)nc(N3CCCC3)n2)cc1OC	3	-9	-9	21	-21	9	-18	-6	29
Cc1nc2scc(-c3ccc(Cl)cc3)c2c(=O)o1	0	1	24	5	-4	8	-4	-7	42
C=CCN1C(=NC(=O)CCC(=O)O)SC2CS(=O)(=O)CC21 (stereo unspecified)	.	.	12	1	3	.	45	-47	5
Cc1c(O)c(CN2CCCCC2)cc2c1oc(=O)c1ccccc12	.	.	-2	-3	1	.	-12	-4	16
CCN(CC)S(=O)(=O)c1ccc(NC(=O)CCC2CCCCC2)cc1	.	.	16	11	-8	.	-11	7	-8
Cn1c(=O)cc(SCC(=O)Nc2ccc3c(c2)OCO3)c2ccccc21	7	-8[fluorescence artefact?]	-6	.	.	3	-22	7	-8
CCSc1ccc2nnc(-c3cccc(F)c3)n2n1	-4	-24	-7	-5	5	4	-5	-17	-3
O=C(CSc1ncnc2c1oc1ccccc12)Nc1ccccc1F	48[fluorescence artefact?]	55*[fluorescence artefact?]	6	10	-8	4	-6	-12	-27
O=c1[nH]c2cccnc2n1Cc1ccco1	4	-3	13	8	-5	4	0	-27	-32
Cc1ccc(S(=O)(=O)O/N=C2/CCCc3occc32)cc1	.	.	2	0	1	.	-5	-1	-24
CN(C)S(=O)(=O)Oc1cccc(C(=O)Nc2ccc(Cl)c(Cl)c2)c1	.	.	17	-75	75	.	9	-9	-21
O=C(COc1ccc(Br)cc1F)NC1CCN(Cc2ccccc2)CC1	.	.	3	-4	5	.	0	-12	2
COCC(=O)Nc1nnc(CCc2ccccc2)s1	-14	-2	-16	2	-1	3	-12	-6	-68

3 compounds out of the list above, sorted by the number in sEH inh, highest first:
molecule	sEH inh
CN(C)S(=O)(=O)Oc1cccc(C(=O)Nc2ccc(Cl)c(Cl)c2)c1	75
O=C(COc1ccc(Br)cc1F)NC1CCN(Cc2ccccc2)CC1	5
COCC(=O)Nc1nnc(CCc2ccccc2)s1	-1

Source: PubChem BioAssay

An excerpt (hit frequency here may not be typical).
